Source: PubChem (National Center for Advancing Translational Sciences (NCATS))
DRD3 antagonist – qHTS of D3 Dopamine Receptor Antagonist: qHTS; D3R cells, DiscoveRx beta-arrestin luminescence, antagonist mode; stronger effect = lower value; 360,000 compounds, 2.5% hits; AID 652054, 2013; max response, negative = inhibition, %; in the data active = max response below about -50%; inconclusive = no clear call, values can overlap the other calls; also: % is scaled to controls: 0 for no effect and ±100 for the full control effect; mostly tested at two doses, the higher about 12 µM
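Cells expressing the human receptor were seeded at 1500 cells/well, incubated overnight at 37 degrees C in 5% CO2, then exposed to library compounds with dopamine controls for 90 minutes at 37 degrees C before luminescent detection.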
aSyn rescue – qHTS of alpha-syn Inhibitors; Yeast expressing alpha-synuclein, growth rescue, BacTiter-Glo, 24 h; 370,000 compounds, 0.14% hits; Potency, µM (series often up to 46.1 µM), for inactives: top-dose growth rescue (activation), usual class: activators; also: potency is read from the fitted curve at half-maximal effect; % of control where 0% means no effect; nearly all actives have a fitted effect of over 65% in size
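Galactose-induced alpha-syn yeast (OD600=0.02, raffinose-pregrown) + pinned cpd, 24 hr, 30 deg C; growth by BacTiter-Glo luminescence. Growth restoration scores as activation.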
EPAC2 antag – qHTS for Antagonist of cAMP-regulated guanine nucleotide exchange factor 2 (EPAC2): primary screen; Rap guanine nucleotide exchange factor 4 (Homo sapiens), Q8WZA2; EPAC2 GEF exchange of Rap1B-BODIPY-GDP, fluorescence; Potency, µM (highest dose often 114 µM), for inactives: top-dose activity, negative = inhibition, most hits filed as inhibitors; 360,000 compounds, 0.18% hits; AID 720708, 2013; also: potency is read from the fitted curve at half-maximal effect; % is scaled to controls: 0 for no effect and ±100 for the full control effect; nearly all actives have a fitted effect of over 45% in size; many of its hits are not listed in these tables
Target sequence (Q8WZA2 whole entry, looked up): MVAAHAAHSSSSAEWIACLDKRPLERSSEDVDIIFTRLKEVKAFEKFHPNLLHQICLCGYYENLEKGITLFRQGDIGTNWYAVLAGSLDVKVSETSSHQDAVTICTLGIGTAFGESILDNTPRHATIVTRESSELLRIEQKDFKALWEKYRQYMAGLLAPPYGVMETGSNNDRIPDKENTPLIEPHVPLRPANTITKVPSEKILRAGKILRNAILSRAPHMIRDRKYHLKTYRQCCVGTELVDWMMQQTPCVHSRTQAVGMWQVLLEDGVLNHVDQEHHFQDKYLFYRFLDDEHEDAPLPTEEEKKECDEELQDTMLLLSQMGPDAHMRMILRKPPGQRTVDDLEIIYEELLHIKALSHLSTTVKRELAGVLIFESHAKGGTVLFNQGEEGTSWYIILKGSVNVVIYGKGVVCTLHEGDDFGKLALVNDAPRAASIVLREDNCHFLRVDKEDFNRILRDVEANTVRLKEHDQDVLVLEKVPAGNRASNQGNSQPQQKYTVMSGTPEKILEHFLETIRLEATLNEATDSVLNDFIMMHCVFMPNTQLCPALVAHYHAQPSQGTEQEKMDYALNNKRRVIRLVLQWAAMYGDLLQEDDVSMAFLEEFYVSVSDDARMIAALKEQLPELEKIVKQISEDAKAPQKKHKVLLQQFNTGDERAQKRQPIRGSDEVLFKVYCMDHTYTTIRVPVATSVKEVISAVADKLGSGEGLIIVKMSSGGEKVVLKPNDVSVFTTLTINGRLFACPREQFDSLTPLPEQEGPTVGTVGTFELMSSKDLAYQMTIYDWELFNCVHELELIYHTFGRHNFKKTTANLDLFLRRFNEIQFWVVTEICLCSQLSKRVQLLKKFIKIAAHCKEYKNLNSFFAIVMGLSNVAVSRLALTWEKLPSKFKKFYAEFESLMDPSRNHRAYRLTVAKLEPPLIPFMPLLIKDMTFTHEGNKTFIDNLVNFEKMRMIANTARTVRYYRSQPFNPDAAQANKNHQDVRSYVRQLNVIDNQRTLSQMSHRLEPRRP
EPAC2 ag – qHTS for Agonist of cAMP-regulated guanine nucleotide exchange factor 4 (EPAC2): primary screen; Rap guanine nucleotide exchange factor 4 (Homo sapiens), Q8WZA2; EPAC2 activation, biochemical qHTS; response scale: 100% = 6.5 mM cAMP response; Potency, µM (highest dose often 154 µM), without a hit: top-dose activation, actives largely listed as activators; 360,000 compounds, 0.079% hits; AID 720711, 2013; also: potency is read from the fitted curve at half-maximal effect; nearly all actives have a fitted effect of over 50% in size
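Exchange assay: 100 nM EPAC2 with 250 nM Rap1B-BODIPY-GDP and 50 uM GDP. Fluorescence (ex 480/em 540 nm) read every 5 min for 30 min at room temperature. Data normalized to 6.5 mM cAMP as agonist control.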
FUS suppressor – qHTS for Suppressors of FUS Proteinopathy: Primary screen using FUS-linked yeast assay. S. cerevisiae FUS-expressing, growth rescue, OD600, 24 h. 390,000 compounds, 0.24% hits. Potency, µM (top dose mostly 76.6 µM), inactives show at the highest dose growth rescue (activation), usual class: activators. AID 1347120, 2019;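 also: potency is read from the fitted curve at half-maximal effect; plate controls were DMSO vehicle for no effect and reference control for full effect; nearly all actives have a fitted effect of over 55% in size; some results filed as inactive show a strong effect at the top dose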
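Yeast FUS proteinopathy model; galactose-induced FUS (2%), starting OD 0.005. Cpds in dilution series, 24hr, 30C, 99% humidity. Abs 600 nm growth. Pos ctrl CP55940 (top 92uM final); neg ctrl DMSO.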
Abeta rescue – qHTS for compounds that reverse cellular toxicity of Amyloid beta (A-beta) peptide in yeast: Primary Screen | yeast expressing A-beta42, growth rescue, OD600, 48 h; response scale: 0% DMSO, 100% iron-clioquinol control | Potency, µM (series often up to 46.1 µM), for inactives: at the highest dose growth rescue, actives largely listed as activators | 410,000 compounds, 0.063% hits | AID 1347071, 2019; also: potency is read from the fitted curve at half-maximal effect; nearly all actives have a fitted effect of over 55% in size
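Yeast growth medium received pinned compounds, then yeast cells expressing toxic A-beta were added; plates incubated at 30 C for 48 hr. Growth read as absorbance at 600 nm, normalized to DMSO and equimolar FeCl3 plus clioquinol controls.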
D3 ag – qHTS of D3 Dopamine Receptor Agonist: qHTS; D3R DiscoveRx beta-arrestin cells, luminescence, 90 min; max activation, %; 410,000 compounds, 0.58% hits; in the data active = max activation above about 30%; also: 0% is about no effect; mostly tested at two doses, the higher about 12 µM
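Agonist-mode cell screen: cells plated at 1500/well and incubated overnight at 37 °C, then exposed to library compounds for 90 min at 37 °C. Detection reagent was added for 30–60 min at room temperature, and luminescence was read.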
TDP43 rescue – qHTS of TDP-43 Inhibitors | TDP-43 expressing yeast growth rescue, BacTiter-Glo, 24 h | Potency, µM (doses to about 46.1 µM), inactives show at the top dose growth rescue (activation), hits mostly activators | 410,000 compounds, 1.8% hits; also: potency is read from the fitted curve at half-maximal effect; % of control where 0% means no effect; nearly all actives have a fitted effect of over 50% in size
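In this qHTS, compounds that restore growth of yeast expressing TDP-43 appear as activators. Cells (OD600=0.02, galactose medium, raffinose-pregrown) are incubated with compound 24 hr at 30 deg C and growth is quantified by BacTiter-Glo.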
Numbers without * were called inactive; ? = inconclusive; . = not tested or not shown; & = joins results of further samples; [ ] = remark or other dose. Unless noted, calls follow the shape of the dose curve; as a rule, active = well fitted curve in the direction sought with a large enough effect; inconclusive = small, poorly fitted or top-dose-only effect, or another doubt; inactive = no such curve, though single readings can be large; an effect the other way counts as inactive or inconclusive.

Compound	DRD3 antagonist	aSyn rescue	EPAC2 antag	EPAC2 ag	FUS suppressor	Abeta rescue	D3 ag	TDP43 rescue
S=C(Nc1ccccc1)Nc1ccc(Cl)cn1	5.2	6.1%	6.9%	-0.8%	-8.4%	?	0.1	22.8%
COc1ccc(C2/C=C\CN(S(=O)(=O)c3cccs3)CC(=O)N2Cc2ccc(F)cc2)cc1 (stereo unspecified)	16.3	8.9%	-29.4%	7.7%	17.9%	8.2%	-1.6	15.2%
CCCN1CCN(CCCNC(=O)Cn2nc(-c3ccc(C)cc3)ccc2=O)CC1	-14.6	-0.1%	-4.1%	8.3%	-10.4%	-8.8%	-11.6	-23.5%
CCc1ccc(NC(=O)CSc2nc3n[nH]c(C)c3c(=N)n2-c2cccc(OC)c2)cc1	9.7	1.7%	-6.1%	6.7%	29.1%	7.7%	-3.8	-2.2%
O=C1CC(NS(=O)(=O)c2cccnc2)CN1c1ccccc1 (stereo unspecified)	0.0	-4.3%	2.1%	11.2%	26.8%	-1.9%	-11.0	-26.1%
CCCCN(CC)CCCNC(=O)c1cn(CC)c2ccc(S(=O)(=O)N3CCOCC3)cc2c1=O	.	.	.	.	-9.5%	-6.1%	1.9	2.6%
Cc1csc(NC(=O)c2ccc(=O)[nH]c2)n1	-0.2	-0.7%	-2.0%	8.8%	-8.7%	-5.6%	4.4	0.5%
CSc1ncc(CN2CCN(C3CCN(C(C)C)CC3)C(CCO)C2)cn1 (stereo unspecified)	-22.3	1.1%	11.7%	-2.3%	5.2%	0.0%	-12.5	-15.9%
COC(=O)c1ccc(CSc2nnc(NC(=O)c3cc4c(s3)CCCC4)s2)cc1	2.2	7.6%	-1.5%	-3.2%	-5.3%	5.0%	5.3	10.0%
CN(CC(=O)NC1CCCCC1)S(=O)(=O)c1cccc2nsnc12	-23.7	-5.3%	-2.7%	10.2%	22.6%	15.0%	-6.4	2.1%
CCN(Cc1nc2ccccc2c(=O)[nH]1)C(=O)COc1ccccc1Cc1ccccc1	3.6	5.5%	-28.9%	6.7%	?	-1.0%	-17.2	-12.7%
Cc1cccc(C)c1OCC(=O)NCC1(N(C)C)CCCCC1	.	.	.	.	-21.7%	9.3%	-9.5	29.8%
CC1CN(c2nc3c(c(=O)n(Cc4ccc(Cl)cc4)c(=O)n3C)n2C)CC(C)O1 (stereo unspecified)	-17.7	14.6%	-8.1%	13.7%	36.5%	7.9%	-3.4	0.0%
OCCOc1ccc(CN2CCCC(N3CCN(c4ccc(F)cc4)CC3)C2)cc1 (stereo unspecified)	-21.0	-5.1%	11.3%	7.9%	-15.2%	-6.7%	-2.2	-11.4%
CCC1Oc2ccccc2N(CC(=O)NCCCN2CCN(CC)CC2)C1=O (stereo unspecified)	-9.6	-5.0%	-5.4%	0.3%	17.9%	3.5%	-5.0	-0.8%
Cc1cccnc1NC(=O)C1c2ccccc2Oc2ccccc21	0.5	-0.2%	-0.5%	10.5%	.	4.8%	-3.2	1.7%
Cc1nn(C)c(Cl)c1C(=O)NC(C(=O)O)c1ccccc1 (stereo unspecified)	-0.3	-1.5%	8.2%	11.0%	2.2%	4.3%	0.3	-16.1%
Cc1ccc2cc(/C=N/NC(=O)c3ccccc3O)c(Cl)nc2c1	20.6	-20.0%	14.8%	-13.4%	-12.2%	6.1%	6.8	2.0%
Cc1cc(N)n2ncc(-c3ccccc3)c2n1	58.2	-4.1%	3.1%	6.0%	9.2%	?	-5.5	3.0%
O=C(c1ccco1)N1N=C(c2ccccc2O)CC1c1cccs1 (stereo unspecified)	11.5	15.4%	?	12.9%	-32.0%	-8.7%	1.6	35.5µM*
CC(C)CCn1nc(C(=O)Nc2nc3c(s2)CCCC3)c2ccccc2c1=O	-2.4	-2.2%	-9.5%	8.0%	18.6%	-3.1%	-9.6	-19.4%
CSCc1nc2scc(-c3ccccc3)c2c(=O)[nH]1	-10.7	2.0%	7.9%	0.7%	11.1%	-4.4%	-3.3	0.7%
CCCNC(=O)N1[C@H](c2cccs2)[C@@H](C)C(=O)[C@@H](C)[C@@H]1c1cccs1	.	.	.	.	-13.3%	-12.8%	-9.2	26.5%[9.22 µM]
O=C(CN(Cc1ccco1)C(=O)CNS(=O)(=O)c1ccc(F)cc1)NCCc1ccccc1	-4.2	-0.2%	0.6%	-6.6%	10.7%	3.4%	4.2	0.6%
Cc1ccc2ccc(C(Nc3ccccc3)c3ccccc3)c(O)c2n1 (stereo unspecified)	?	?	-20.3%	13.2%	32.5%	?	-19.7	?
CC1(C(=O)NS(=O)(=O)c2cccc(F)c2)CCN1C(=O)CCC1CCCC1 (stereo unspecified)	-18.9	1.6%	25.0%	4.7%	-9.6%	10.5%	-1.8	?
CCOC(=O)C(OC(=O)c1sc(=S)n(C)c1C)C(C)=O (stereo unspecified)	-14.9	1.8%	-2.7%[57.1 µM]	14.1%	-23.1%	10.5%	-2.0	-9.9%
Cc1ccccc1OCC(=O)N/N=C1\CCOc2c(C)cccc21	-6.5	3.5%	1.3%	-13.9%	10.9%	5.8%	0.3	-7.7%
Cc1cc(NC(=O)COC(=O)[C@H](Cc2c[nH]c3ccccc23)NC(=O)c2ccc(F)cc2)no1	-50.5*	-6.2%	-1.3%	7.1%	19.1%	-6.8%	0.4	-10.8%
CC(=NNC(=S)N1CCCCCC1)c1ccccn1	18.7	-61.3%[inhibitor]	-2.7%	12.6%	.	9.3%	1.0	?
CC(=O)Nc1ccc(NC(=O)c2sc3nc4n(c(=O)c3c2C)CCCCC4)cc1	23.7	0.2%	-16.8%	-3.3%	13.1%	-1.0%	2.7	3.8%
O=C(CN1C(=O)COc2ccccc21)N1CCN(C2CCCCC2)CC1	5.9	-1.2%	0.9%	11.1%	15.6%	-7.7%	0.9	-9.5%
Cc1cc(C)c2c(n1)sc1c(=O)n(Cc3ccc(F)cc3)cnc12	-18.5	-4.3%	7.9%	6.8%	1.0%	-0.6%	8.1	15.0%
CCNc1nc(N)nc(Oc2ccc(OCC)nn2)n1	-7.3	0.3%	3.1%	3.7%	9.8%	15.1%	-5.3	-20.2%
CN(C)c1cc(=O)n2c(n1)SCCC2	47.5	-9.9%	-0.1%	-0.4%	4.7%	-7.3%	-10.9	-8.5%
CCc1ccc(NC(=O)N(Cc2cn(CC)c3ccccc23)C2CCCCC2)cc1	.	.	.	.	18.3%	15.7%	-10.6	?
COCCNC(=O)/C(C#N)=C/c1ccc(-c2ccc(S(=O)(=O)N3CCOCC3)cc2)o1	22.5	-2.4%	4.5%	-1.3%	15.2%	-14.1%	6.7	12.6%
Cc1ccc([C@H]2C[C@H](n3cc(COC(=O)c4ccccc4)nn3)[C@@H](O)CN2C(=O)C2CCCCC2)cc1	18.5	2.1%	-1.4%	0.7%	-1.0%	0.3%	5.3	18.2%
COc1ccc(CNC(=O)C2CCCN2S(=O)(=O)c2ccc(C)cc2)cc1 (stereo unspecified)	-1.1	3.3%	-9.4%	2.4%	12.2%	11.5%	1.2	11.5%
O/N=C/c1ccnc(SCc2ccc(Cl)cc2)n1	-8.9	0.6%	5.5%	11.2%	-1.4%	2.1%	-6.7	10µM*

By substructure, the compounds so far containing an aryl methoxy group (3)
Compound	DRD3 antagonist	aSyn rescue	EPAC2 antag	EPAC2 ag	FUS suppressor	Abeta rescue	D3 ag	TDP43 rescue
COc1ccc(C2/C=C\CN(S(=O)(=O)c3cccs3)CC(=O)N2Cc2ccc(F)cc2)cc1 (stereo unspecified)	16.3	8.9%	-29.4%	7.7%	17.9%	8.2%	-1.6	15.2%
CCc1ccc(NC(=O)CSc2nc3n[nH]c(C)c3c(=N)n2-c2cccc(OC)c2)cc1	9.7	1.7%	-6.1%	6.7%	29.1%	7.7%	-3.8	-2.2%
COc1ccc(CNC(=O)C2CCCN2S(=O)(=O)c2ccc(C)cc2)cc1 (stereo unspecified)	-1.1	3.3%	-9.4%	2.4%	12.2%	11.5%	1.2	11.5%

(listing goes on)
Compound	DRD3 antagonist	aSyn rescue	EPAC2 antag	EPAC2 ag	FUS suppressor	Abeta rescue	D3 ag	TDP43 rescue
COc1ccccc1CNc1ncnc2nc[nH]c12	-24.4	2.0%&-5.6%&-0.3%	9.3%	10.4%	-17.7%	-4.5%	-2.8	4.7%
CC(=NNC(=O)c1ccncc1)c1ccc(Cl)cc1Cl	5.7	-0.8%	14.6%	2.8%	15.7%	7.6%	10.8	-1.5%
COC(=O)COc1cccc2c(=O)n(CC(=O)NCCc3ccc(OC)c(OC)c3)ccc12	2.3	-0.4%	3.5%	3.7%	3.6%	-3.8%	1.3	9.1%
Cc1cc(OCCn2c(CCNC(=O)C3CCCCC3)nc3ccccc32)ccc1Cl	.	2.7%	.	.	20.3%	-17.8%	-13.2	1.3%
CCCCCCCCCc1nc(N)n[nH]1	-1.0	-15.9%	-19.9%	3.3%	.	-28.7%	5.3	-11.6%
COc1cccc(CCc2nnc(CCC(=O)N3CCCC3c3nccs3)o2)c1 (stereo unspecified)	2.8	1.9%	0.1%	1.5%	35.1%	-1.8%	-4.1	14.4%
Cn1c(CCc2ccccc2)nnc1SCC(=O)N1CCCC1	17.6	7.5%	21.4%	7.2%	-19.3%	-9.4%	3.4	7.0%
Cc1nnc(SCC(=O)NCCN2C(=O)CSC2=O)s1	1.0	3.6%	4.2%	-0.7%	-14.0%	13.0%	1.1	18.6%
Nc1nc(N)nc(-c2cccc(Cl)c2Cl)n1	-20.7	-1.8%	11.3%	-2.0%	-21.3%	-2.2%	4.4	-2.3%
CCC1CCC(NC(=O)Nc2cccc(OC)c2)CC1 (stereo unspecified)	0.9	-2.1%	0.9%	-12.0%	1.5%	10.6%	2.2	-16.4%[0.397 µM]
COC(=O)N1CCN(CCc2ccccc2)CC1	-28.9	3.2%	6.2%	1.9%	16.5%	6.3%	-10.1	.

A portion of the library (hit frequency here may not be typical).
